LYP phosphatase: inhibitors of LYP phosphatase, biochemical, fluorescence intensity, uHTS (AID 1779) | recombinant LYP phosphatase, fluorescence intensity; higher % means a stronger effect | inhibition, % at 11.5 µM; hits with a dose series show IC50 in µM | 290,000 compounds, 0.054% hits; in the data active = inhibition above about 50%;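 also: plate controls were vehicle with enzyme for no effect and no enzyme for full effect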
An asterisk follows results filed as active.

SMILES	LYP phosphatase
CC(=O)N1c2ccc(S(=O)(=O)N3CCCC(C(=O)Nc4cccc(Cl)c4)C3)cc2CC1C (configuration not stated)	0%
CSc1ncccc1C(=O)OCc1c(F)cccc1Cl	-6%
Cc1noc(C)c1C(=O)Nc1ccccc1C(=O)NCCc1ccccc1	-14%
COc1ccc(OC)c(S(=O)(=O)N2CCc3ccccc3C2)c1	-6%
CC(C)CCN(Cc1ccco1)S(=O)(=O)c1csc(C(N)=O)c1	-5%
CCCc1cc(NCCCN(C)C)n2c(nc3ccccc32)c1C#N	-11%
CC(NC(=O)CCNS(=O)(=O)c1cccc2nsnc12)c1ccccc1 (configuration not stated)	-3%
O=C(Cn1cc(S(=O)(=O)Cc2cccc([N+](=O)[O-])c2)c2ccccc21)N1CCOCC1	-9%
CCc1ccc(S(=O)(=O)Nc2ccncc2)cc1	-11%
CCOC(=O)N1CCC(N2Cc3cccc(C(=O)Nc4ccccc4OC)c3C2=O)CC1	-7%
COc1cccc(NC(=O)C2CCN(S(=O)(=O)c3ccc4[nH]c(=O)ccc4c3)CC2)c1	-7%
COc1ccc(CN2CCN(C(=O)Cn3nc(C)n4cccc4c3=O)CC2)c(OC)c1OC	-15%
O=C(N/C(=C\c1ccc(Br)cc1)C(=O)N1CCOCC1)c1ccc([N+](=O)[O-])cc1	-8%
COc1ccc(NC(=O)c2c(-c3c(Cl)cccc3Cl)noc2C)c(OC)c1	-5%
Cc1ccccc1C(=O)N1CCC(C(=O)NCCc2ccc(S(N)(=O)=O)cc2)CC1	-7%
O=C(N/N=C/c1cccc(O)c1)c1ccc(NC(=O)C2CCCCC2)cc1	-4%
Cc1c(Cl)cccc1NC(=S)N1CCCCCC1	-1%
COc1cc2c(cc1OC)CN(CC(=O)Nc1ccc(F)cc1)CC2	-7%
COC(=O)c1ccc(CNC(=O)C2CCC(=O)N(Cc3cccc(F)c3)C2)cc1 (configuration not stated)	18%
COc1cccc(N2C(=O)CN(Cc3ccccc3)C2=S)c1	-4%
CC1CCCCC1NC(=O)CN1CCC(NC(=O)c2cccc(F)c2)CC1 (configuration not stated)	-9%
COc1ccc(CC(NC(C)=O)C(=O)NC2CCN(C(=O)c3ccncc3)CC2)cc1OC (configuration not stated)	0%
COCCN(C(=O)CCC(=O)Nc1ccccn1)C(C(=O)NC(C)C)c1ccc(Cl)cc1 (configuration not stated)	-5%
CC(=O)N1CCOc2ccc(S(=O)(=O)NCCc3cccc(C)c3)cc21	-11%
CCC(C(=O)NC(C)(C)C)N(Cc1ccc(F)cc1)C(=O)c1snc(C(N)=O)c1N (configuration not stated)	-6%

In the list so far, these contain fluorine.
SMILES	LYP phosphatase
CSc1ncccc1C(=O)OCc1c(F)cccc1Cl	-6%
COc1cc2c(cc1OC)CN(CC(=O)Nc1ccc(F)cc1)CC2	-7%
COC(=O)c1ccc(CNC(=O)C2CCC(=O)N(Cc3cccc(F)c3)C2)cc1 (configuration not stated)	18%
CC1CCCCC1NC(=O)CN1CCC(NC(=O)c2cccc(F)c2)CC1 (configuration not stated)	-9%
CCC(C(=O)NC(C)(C)C)N(Cc1ccc(F)cc1)C(=O)c1snc(C(N)=O)c1N (configuration not stated)	-6%

(listing goes on)
SMILES	LYP phosphatase
Cc1ccc(SCCC(=O)N(C)CC(=O)Nc2c(C)cccc2C)cc1	-4%
O=C(NC(=S)Nc1nc(-c2ccc([N+](=O)[O-])cc2)cs1)c1ccco1	-6%
CC(C)c1ccc2nc(SCC(=O)NCC3CCCO3)c(C#N)cc2c1 (configuration not stated)	-8%
CS(=O)(=O)c1ccc(Cl)c(NC(=O)Cc2ccsc2)c1	-8%
C=CCN(C(=O)c1ccccc1)C1CCS(=O)(=O)C1 (configuration not stated)	-10%
CC(=O)Nc1ccc(NC(=O)C2CCN(C(=O)NC3CCCCC3)CC2)cc1	-2%
COC(=O)CN1C(=O)[C@H]2[C@@H](c3ccc(C)o3)N3C(=O)CN(CC4CC4)C(=O)[C@@]3(C)[C@H]2C1=O	-9%
Cc1cc2nnc(SCC(=O)NC3CCCCC3)n2c(N)n1	-10%
Cc1c(C(=O)N2CCCC2)c(S(=O)(=O)N2CCCCC2)c(C)n1C	-10%
Nc1ccccc1SC/C=C/CSc1ccccc1N	-1%
Fc1ccc(-n2nnc(-c3ccccc3Cl)n2)cc1	-9%
COc1cccc(C2CNC3(CCCC(C)C3)c3[nH]c4ccccc4c32)c1OC (configuration not stated)	-5%
CCN1CCc2c(sc(NC(=O)COc3ccccc3)c2C(=O)OC)C1	-9%
NNc1nc2c(-c3cccc(C(F)(F)F)c3)nnn2c2ccccc12	-2%
CCn1nc(NS(=O)(=O)c2ccccc2)c2cc3ccccc3nc21	-11%
Cc1ccc(C)c(OCc2cc(C(=O)N3C[C@@H](C)O[C@@H](C)C3)no2)c1	-4%
CC(=O)Nc1ccc(S(=O)(=O)N2CCC(N3CCCC3)CC2)cc1	-8%
COc1cc(OC)c(C(=O)Nc2cccc3ccccc23)cc1OC	-8%
COc1ccc(OCc2cc(C(=O)NC(C)Cc3cccnc3)no2)c(Cl)c1 (configuration not stated)	-12%
Cc1ccc2c(c1)c(C1=c3ccccc3=NC1=O)c(O)n2C	3%
CCOCCCNC(=O)CN1C(=O)COc2ccc(S(=O)(=O)N3CC(C)CC(C)C3)cc21 (configuration not stated)	-6%
COc1ccc(C(c2nnnn2C(C)(C)C)N2CCN(C(=O)c3ccco3)CC2)cc1 (configuration not stated)	-6%
CCCCn1c(-c2ccc(Br)cc2F)nc2c1c(=O)[nH]c(=O)n2CC(C)C	5%
O=C(N[C@@H](CO)C(=O)NCc1ccccc1)c1ccc(C(F)(F)F)cc1	-6%
CCOC(=O)N1CCN(C(=O)c2ccccc2NC(=O)COc2ccccc2)CC1	-11%

A stretch of the results above:
SMILES	LYP phosphatase
CCOCCCNC(=O)CN1C(=O)COc2ccc(S(=O)(=O)N3CC(C)CC(C)C3)cc21 (configuration not stated)	-6%
COc1ccc(C(c2nnnn2C(C)(C)C)N2CCN(C(=O)c3ccco3)CC2)cc1 (configuration not stated)	-6%
CCCCn1c(-c2ccc(Br)cc2F)nc2c1c(=O)[nH]c(=O)n2CC(C)C	5%
O=C(N[C@@H](CO)C(=O)NCc1ccccc1)c1ccc(C(F)(F)F)cc1	-6%
CCOC(=O)N1CCN(C(=O)c2ccccc2NC(=O)COc2ccccc2)CC1	-11%

Individual results from above.
Cc1ccc(C)c(OCc2cc(C(=O)N3C[C@@H](C)O[C@@H](C)C3)no2)c1 | LYP phosphatase: -4%
COC(=O)CN1C(=O)[C@H]2[C@@H](c3ccc(C)o3)N3C(=O)CN(CC4CC4)C(=O)[C@@]3(C)[C@H]2C1=O | LYP phosphatase: -9%

Given field by field: entries from further up.
Molecule: COc1cccc(C2CNC3(CCCC(C)C3)c3[nH]c4ccccc4c32)c1OC (configuration not stated)
  LYP phosphatase: -5%
Molecule: Cc1cc2nnc(SCC(=O)NC3CCCCC3)n2c(N)n1
  LYP phosphatase: -10%
Molecule: CS(=O)(=O)c1ccc(Cl)c(NC(=O)Cc2ccsc2)c1
  LYP phosphatase: -8%
Molecule: Nc1ccccc1SC/C=C/CSc1ccccc1N
  LYP phosphatase: -1%

The listing continues:
SMILES	LYP phosphatase
O=C(NCc1ccc(N2CCCC2=O)cc1)c1cc(COc2c(F)cccc2F)on1	-8%
CCN(CC)S(=O)(=O)c1ccc(OC)c(NC(=O)CCS(=O)(=O)Cc2ccccc2)c1	-9%
CCCNC(=O)c1ccc(N2CCC3(CC2)CC(c2ccccc2)=NO3)c(NC(=O)c2ccccc2)c1	-4%
CCOC(=O)C1CCN(S(=O)(=O)c2cn(C)c(C)n2)CC1	-6%
CN(C(=O)COc1ccc(Oc2ccccc2)cc1)C1CCS(=O)(=O)C1 (configuration not stated)	-8%
CC(C)c1ccc(NC(=O)CCNS(=O)(=O)c2cc(Br)cnc2N)cc1	-6%
CCc1ccc(-c2cnc3ccccc3n2)cc1NC(=O)CNC(=O)c1ccccc1	-10%
CCOc1cc(/C=N/NC(=O)C(=O)N/N=C/c2ccc(O)c(OCC)c2)ccc1O	-5%
CCn1c(=O)c(=O)[nH]c2cc(C(=O)N(C)Cc3ccc(OC)c(F)c3)ccc21	-11%
COc1ccc(/C(N)=N/OC(=O)CC2CCCCC2)cc1	-6%
COc1ccc(S(=O)(=O)N(C)CC(=O)NC2CCCC2)cc1OC	-6%
CC(=O)N1CCOc2ccc(S(=O)(=O)NCC3CCC(C(=O)NCCC(C)C)CC3)cc21 (configuration not stated)	-9%
COc1cccc(C2c3[nH]c4ccccc4c3CCN2C(=O)c2ccccc2F)c1OC (configuration not stated)	2%
CC(C)n1nccc1NC(=O)Nc1ccccc1	-9%
Cc1ccc(CCNS(=O)(=O)c2cc3c(cc2Cl)NC(=O)CO3)cc1	-6%
Cc1ccc(NC(=O)C2CCN(S(=O)(=O)c3cccnc3)CC2)cc1C	-8%
CCc1ccccc1S(=O)(=O)Cc1ccc(C(=O)NC2CCCC2)o1	-9%
Cc1cc(C(=O)N2CCCC(N3CCN(c4ccc(F)cc4)CC3)C2)no1 (configuration not stated)	-8%
COC(=O)c1ccc(OC(=O)c2cccnc2SC)cc1	0%
O=C(NC1CCSc2ccccc21)c1ccccc1Br (configuration not stated)	-6%
CCc1ccccc1NC(=O)C1COc2ccccc2O1 (configuration not stated)	-7%
CC(C)NC(=O)c1cc(-c2ccc3c(c2)OCO3)on1	-5%
CCOc1ccc(N)c(SSc2cc(OCC)ccc2N)c1	-1%
OCC[C@@H]1C[C@@H](O)[C@H](O)[C@]2(OCCCc3ccccc32)O1	-13%
COc1ccccc1CN(C)C(=O)c1ccccc1Sc1ccccc1C#N	-3%
(more compounds)
SMILES	LYP phosphatase
C=C(C)COc1ccc(-c2ncncc2-c2ccc(Br)cc2)c(O)c1	0%
CC(C)c1ccc(C2c3[nH]c4ccccc4c3C[C@H]3C(=O)N(c4ccccc4C(=O)N4CCC[C@@H]4C(=O)O)C(=O)N23)cc1 (some centres not stated)	-4%
COc1ccccc1/C=N/NC(=O)c1nnn(-c2nonc2N)c1CN(C)c1ccccc1	0%
COc1ccccc1N1CCN(C(=O)CCCNC(=O)Cn2cnc3sc(C)c(C)c3c2=O)CC1	-7%
COc1ccc(Br)cc1Cn1nnc(C(=O)Nc2ccc3c(c2)OCCO3)c1N	-6%
O=C(CN(CC1CCCO1)C(=O)CNS(=O)(=O)c1ccccc1)NCCc1ccccc1 (configuration not stated)	-6%
COCCNC(=O)c1c[nH]c2ccc(S(=O)(=O)N(C)c3ccc(C)c(C)c3)cc2c1=O	-3%
CC1=C(C(=O)Nc2cccc(C(=O)N3CCN(c4cccc(C(F)(F)F)c4)CC3)c2)SCCO1	3%
C=CCNC(=O)[C@H]1N2C(=O)c3ccccc3C2SC1(C)C (some centres not stated)	-8%
CC(O)c1ccc(OCCN(C)c2ccccn2)cc1 (configuration not stated)	-10%
COc1ccc(CCNC(=O)C2CCCN2C(=O)Nc2ccccc2)cc1OC (configuration not stated)	-8%
C=CCN(C(=O)CCC(=O)Nc1cc(C)on1)C(C(=O)NC1CCCC1)c1ccc(Cl)cc1 (configuration not stated)	-7%
CC(=O)NCCNc1nc2c(-c3cccc(C)c3)nnn2c2ccccc12	-2%
Clc1ccccc1/C=N/N1CCN(Cc2ccccc2)CC1	-4%
Cc1ccc(S(=O)(=O)Nc2ccncc2)c(C)c1	-8%
COc1ccccc1C(CNc1ncnc2sc(C)c(C)c12)N(C)C (configuration not stated)	4%
CC1CCCN(CCCNC(=O)c2ccc(CS(=O)(=O)c3c(Cl)cccc3Cl)o2)C1 (configuration not stated)	-9%
COc1cccc(N2CCN(S(=O)(=O)c3c(C)[nH]c(C)c3C(=O)N3CCCC3)CC2)c1	-7%
COc1cccc(NC(=O)NC2CCCCCCC2)c1	-6%
Cc1ccccc1N(C(=O)CS(=O)CC(=O)Nc1ccc(F)cc1)C(C)C(=O)NC(C)(C)C (configuration not stated)	-9%
CCn1c(SCC(=O)NC2CCCCC2)nnc1-c1ccccn1	-11%
CCN1N=C(c2ccccc2)CCC1=O	-7%
O=C(COc1c(Br)cc(Br)cc1Br)N/N=C/c1ccco1	-5%
Cc1ccc(-c2csc(NC(=O)c3ccccc3F)c2C(=O)O)cc1	-1%
CC(=O)Nc1nnc(SCC(=O)N2CCc3ccccc32)s1	-9%
The listing continues.
SMILES	LYP phosphatase
O=C(CCc1ccccc1)N=C1SC2CS(=O)(=O)CC2N1c1cccc(F)c1 (configuration not stated)	-12%
O=C1C2C3C=CC(CC3)C2C(=O)N1c1ccc(Br)cc1[N+](=O)[O-] (configuration not stated)	-7%
CCc1ccc(NC(=O)CC2C(=O)N(c3cccc(OC)c3)C(=O)N2CCOC)cc1 (configuration not stated)	-10%
O=C(c1cc2cc(F)ccc2[nH]1)N1CCN(Cc2ccc3c(c2)OCO3)CC1	-8%
CCC(C)(C)NC(=O)C(c1sccc1C)N(Cc1ccco1)C(=O)c1csnn1 (configuration not stated)	-6%
CCc1nnc(NC(=O)CCC(=O)NC2CCCC2)s1	-10%
CN(CC(=O)Nc1ccc(Cl)cc1)C(=O)CCC1CCCC1	-5%
N=c1c(C(=O)NCC2CCCO2)cc2c(=O)n3ccccc3nc2n1Cc1ccc(F)cc1 (configuration not stated)	-53%
CC1CCCN(CCCNC(=O)c2ccc(NC(=O)C3=CSCCO3)cc2)C1 (configuration not stated)	-4%
Cc1oc(-c2ccccc2F)nc1CS(=O)(=O)CC(=O)NCCCN1CCN(C)CC1	-11%
OC(c1nc2ccccc2[nH]1)C(O)c1nc2ccccc2[nH]1 (configuration not stated)	-4%
COc1ccc(N2CCN(CCCNC(=O)c3ccc(CS(=O)(=O)c4ccc(OC)cc4)o3)CC2)cc1	-7%
O=C(NCCS(=O)(=O)c1ccc(Br)cc1)c1ccc(Cl)cc1Cl	-6%
Cc1nn(C)c(C(=O)NNC(=S)NCc2ccccc2)c1Cl	-6%
COCCNC(=O)Cn1ccc2cc(S(=O)(=O)N3CCCCCC3)ccc21	-10%

The list is partial. The share of hits here may be higher or lower than overall.
